H1N1 NS1A inhibition = NS1A inhibition, H1N1 influenza, cell based functional assay (AID 504329) | NS1A functional cell-based assay, percent inhibition; higher % means a stronger effect | inhibition, % at 12.5 µM; hits with a dose series show IC50 in µM | actives 0.3% (n = 340,000); in the data active = a potency from the dose series; inconclusive = inhibition above about 27% without an active follow-up result; note: strong numbers were not always called active
M. tuberculosis = growth inhibition of non-replicating M. tuberculosis (AID 488890) | Mycobacterium tuberculosis non-replicating, growth inhibition; higher % means a stronger effect | inhibition, % at 25 µM, or IC50 in µM where a hit was titrated | actives 0.39% (n = 320,000); in the data active = a potency from the dose series; inconclusive = inhibition mostly from about 82% at the one dose, without a potency; inactive = the rest, 99 in 100 with inhibition below about 76%;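 note: plate controls were DMSO cells for no effect and high antibiotic wells for full effect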
inhibitors of VEEV = inhibitors of VEEV TC-83 cytopathic effect, confirmation, Vero cells (AID 588727). actives 0.13% (n = 350,000). inhibition, % at 20 µM; hits with a dose series show IC50 in µM. Vero cells, VEEV TC-83 cytopathic effect inhibition; higher % means a stronger effect; in the data active = a potency from the dose series; inconclusive = inhibition mostly from about 14% at the one dose, without a potency; inactive = the rest, 99 in 100 with inhibition below about 12%; note: strong numbers were not always called active
H37Rv inhibition = M. tuberculosis growth inhibition, HTS (AID 449762) | M. tuberculosis H37Rv growth inhibition, 7H9 media; higher % means a stronger effect | actives 0.59% (n = 330,000) | inhibition, % at 25 µM; hits with a dose series show IC50 in µM; in the data active = a potency from the dose series; inconclusive = inhibition above about 70% without an active follow-up result;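 note: bacterial growth assessed after seven days of incubation; strong numbers were not always called active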
PhoP GFP inhibition = Inhibition of PhoP regulon, Salmonella typhi GFP reporter cells, confirmation, 4 h (AID 1850). Salmonella Typhi PhoP-promoter GFP reporter, fluorescence, 4 h; higher % means a stronger effect. one-dose inhibition, % at 50 µM; IC50 in µM for titrated hits. actives 0.33% (n = 310,000); in the data active = a potency from the dose series; inconclusive = inhibition mostly from about 25% at the one dose, without a potency; inactive = the rest, 99 in 100 with inhibition below about 19%;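 note: 0% = induced wells with vehicle and 100% = uninduced wells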
inhibitors of VEEV 10K pilot screen = recorded beside inhibitors of VEEV, whose call it bears; inhibition, %; measured here: 10K pilot screen inhibition
An asterisk follows results filed as active; i = inactive; ? = inconclusive; . = not tested or not shown.

SMILES | H1N1 NS1A inhibition | M. tuberculosis | inhibitors of VEEV | H37Rv inhibition | PhoP GFP inhibition | others
Cc1cc(Br)cc2c(C(=O)NCC3CCCO3)cc(-c3ccccc3)nc12 (stereo not drawn) | -20% | 7% | 0.8% | 2% | -5%
O=C(Nc1ccc(Cl)cc1)NC1CCS(=O)(=O)C1 (stereo not drawn) | -1% | -6% | 1.7% | -6% | 11%
COC(=O)c1ccc(OC)c(CSc2nnc(COc3ccc(OC)cc3)o2)c1 | -5% | 34% | 1.5% | 10% | -2%
COc1ccc(N2CCN(C(=O)c3ccc(Br)cc3)CC2)c([N+](=O)[O-])c1 | 24% | 43% | 0.1% | 4% | 7%
Cc1ccc(S(=O)(=O)NC(CC(C)C)C(=O)N2CC(C)OC(C)C2)cc1 (stereo not drawn) | -13% | -15% | 3.2% | -8% | -6%
Cc1nc([N+](=O)[O-])cn1CC(=O)c1ccccc1 | -9% | -11% | i | 0% | -1%
CC(NC(=O)CSc1nc2ccccc2n1C)c1ccccc1 (stereo not drawn) | -8% | 17% | i | 7% | 6%
CN1CCN(C(=O)C2=C[C@H](C3CC3)C[C@H](OCc3ccc(CO)cc3)O2)CC1 | -2% | -3% | 1.2% | -1% | -4%
O=C(NC(=S)Nc1ccc(Br)c(Cl)c1)C1CC1 | 2% | ? | 3.2% | 11% | -7%
COc1ccc(/C(O)=C2/C(=O)C(=O)N(CCN(C)C)C2c2cccnc2)cc1C (stereo not drawn) | 12% | -1% | 0.1% | -3% | 6%
O=C(C1CC(=O)N(C2CCCCCCC2)C1)N1CCC2(CC1)OCCO2 (stereo not drawn) | -2% | 0% | i | -2% | -7%
COc1ccc(S(=O)(=O)NCCSCc2ccco2)cc1OC | -11% | 6% | 0.1% | -1% | -12%
Cc1ccc(N(CC(=O)Nc2cc(Cl)ccc2Oc2ccccc2)S(C)(=O)=O)cc1C | 0% | 0% | 3.3% | 14% | -4%
CCOc1ccc(N(C(C)C(=O)N/N=C(\C)C(C)(C)C)S(C)(=O)=O)cc1 (stereo not drawn) | -8% | -9% | 0.3% | -8% | -2%
CC(=O)Nc1ccc(NC(=O)C(C)OC(=O)CN2C(=O)C3CCCCC3C2=O)cc1 (stereo not drawn) | 0% | . | i | . | .
COc1ccc(/C=N\NC(=O)C2COc3ccccc3O2)cc1O (stereo not drawn) | -16% | 32% | 0.3% | -3% | 8%
CCCNC(=O)C(Cc1ccccc1)NC(=O)c1ccccc1 (stereo not drawn) | -2% | 1% | i | -8% | .
Cc1ccc(CNC(=O)c2ccccc2-n2cnnn2)cc1 | 0% | 3% | 0.1% | -5% | -10%
C=CCNC(=O)/C(=C/c1ccccc1OCC)NC(=O)c1ccccc1 | -7% | 7% | 0.4% | 1% | -3%
CC1(C)CC(NC(=O)C(=O)NCCc2ccccc2)CC(C)(C)N1 | -5% | -27% | i | 4% | 2%
CCOC(=O)N1N=C(C)CC1(O)c1ccc(Cl)cc1 (stereo not drawn) | 10% | -5% | 1.1% | -4% | 2%
CCOc1ccc(N2CC(C(=O)Nc3nnc(C4CCCCC4)s3)CC2=O)cc1 (stereo not drawn) | -1% | -4% | 0.9% | 1% | -15%
O=C(N/N=C/c1ccc(Cl)s1)C(O)c1ccccc1 (stereo not drawn) | 3% | 72% | i | 0% | -7%
Cc1cc(OCCCC(=O)Nc2cc(S(=O)(=O)N3CCOCC3)ccc2N2CCOCC2)ccc1Cl | -1% | . | 3.7% | . | .
O=C(CSc1nnc2ccccn12)NCc1ccc2c(c1)OCO2 | -2% | -1% | 0.3% | 4% | -3%

An excerpt from above in order of length of the SMILES, lowest first.
SMILES | H1N1 NS1A inhibition | M. tuberculosis | inhibitors of VEEV | H37Rv inhibition | PhoP GFP inhibition | others
CCOC(=O)N1N=C(C)CC1(O)c1ccc(Cl)cc1 (stereo not drawn) | 10% | -5% | 1.1% | -4% | 2%
Cc1ccc(S(=O)(=O)NC(CC(C)C)C(=O)N2CC(C)OC(C)C2)cc1 (stereo not drawn) | -13% | -15% | 3.2% | -8% | -6%
Cc1cc(OCCCC(=O)Nc2cc(S(=O)(=O)N3CCOCC3)ccc2N2CCOCC2)ccc1Cl | -1% | . | 3.7% | . | .

Later entries.
SMILES | H1N1 NS1A inhibition | M. tuberculosis | inhibitors of VEEV | H37Rv inhibition | PhoP GFP inhibition | others
O=C(OCc1c(Cl)nc2sccn12)c1cc2c(s1)CCCC2 | 0% | 7% | i | 2% | 0%
COc1cc(OC)cc(OCC(O)Cn2ccnc2C)c1 (stereo not drawn) | . | -7% | 1.0% | -6% | 8%
CC(=O)c1c(O)cc(=O)oc1-c1ccc(C)cc1 | -18% | 1% | i | 1% | 20%
CSCCC(NC(=O)COc1ccccc1)C(=O)N1CCN(c2ccccc2O)CC1 (stereo not drawn) | -8% | 6% | 2.6% | 33% | 1%
Cc1cc(OC(=O)c2cccc(F)c2)c([N+](=O)[O-])c(=O)[nH]1 | 7% | -4% | 1.2% | 1% | 5%
NNC(=O)c1ccc(O)cc1 | -13% | 75% | 1.2% | 5% | .
COc1ccc(-n2c(C)cc(/C=C3\C(=N)N4N=C(CC(=O)N5CCOCC5)SC4=NC3=O)c2C)c(OC)c1 | 10% | 5% | i | 3% | -4%
CCOc1ccc(N=C2NC(=O)CS2)cc1 | 4% | 64% | 1.0% | 14% | -2%
CC(=O)c1cccc(CN2CCCC(C(=O)Nc3cccc(-n4cccn4)c3)C2)c1 (stereo not drawn) | -9% | 8% | 6.7% | 8% | -9%
CCN1C(=O)/C(=C/N2CC(C)CC(C)C2)SC1=S (stereo not drawn) | 2% | 3% | 0.5% | 0% | -5%
CN(C)CCCN(Cc1ccccc1)C(=S)Nc1ccc(F)c(Cl)c1 | 9% | 11% | 4.1% | 2% | 5%
COc1ccc(S(=O)(=O)N2CCOCC2)cc1C(=O)Nc1ccon1 | -31% | -2% | 0.3% | 0% | 20%
Cc1cc(C(=O)CN2C(=O)C(=O)N(Cc3ccccc3)C2=O)c(C)n1-c1ccc2c(c1)OCCO2 | -5% | 17% | 6.3% | ? | -7%
Cc1nnc(N2CCOCC2)c2nn(-c3ccccc3)c(C)c12 | 9% | -2% | 0.0% | -10% | -9%
Cc1ccccc1-c1nc(CN2CCCC2c2ccc(F)cc2)c(C)o1 (stereo not drawn) | 5% | 15% | 1.1% | -3% | 4%
COc1cccc(COC(=O)CCNC(=O)c2ccc(Br)cc2)c1OC | -14% | i | 1.5% | ? | -15%
COc1cc(/C=C2\C=CC(=O)O2)cc(OC)c1 | -24% | -7% | 1.6% | 12% | -1%
COc1cccc(-c2ccc(=O)n(CC(=O)Nc3ccc(S(=O)(=O)NCC(C)C)cc3)n2)c1 | . | -9% | . | -4% | -4%
CC[C@@H](C)[C@@H]1CN([C@@H](CN2CCC[C@H]2CN2C(N)=NC[C@H]2C(C)C)C(C)C)C(=N)N1CCCC1CCCC1 | 5% | ? | i | ? | .
COc1ccc(C(=O)NC(=O)COC(=O)CCS(=O)(=O)c2ccc(C)cc2)cc1 | -5% | . | 1.3% | . | .
COC(=O)CSc1nc(N)nc(C)c1Br | 14% | 41% | 2.9% | -1% | -3% | inhibitors of VEEV 10K pilot screen=0.9
O=C(Nc1ccccc1-c1nnn(CC(=O)N2CCc3ccccc3C2)n1)C1CCC1 | -11% | 6% | 8.2% | -3% | 3%
O=C(CNCCC1=CCCCC1)Nc1ccccc1N1CCCCCC1 | -5% | 41% | i | 8% | 5%
O=C(NC1CCCCCCC1)c1cccc(Cl)c1 | -6% | 74% | 1.6% | 10% | -3%
O=C(Nc1ccccc1C(=O)N1CCCC1)c1ncoc1-c1cccc(Cl)c1 | 0% | 15% | 6.8% | 9% | 5%
Next results:
SMILES | H1N1 NS1A inhibition | M. tuberculosis | inhibitors of VEEV | H37Rv inhibition | PhoP GFP inhibition | others
O=[N+]([O-])c1cc(C(F)(F)F)ccc1Sc1ccccn1 | 4% | -2% | i | 3% | -6%
O=C1NC(Cc2ccc(O)cc2)c2nc3ccc(F)cc3c(=O)n2-c2cc(Cl)ccc21 (stereo not drawn) | 21% | . | 2.2% | . | .
CCCN1CCC(=O)N([C@H](COc2ccccc2)CC(C)C)CC1 | -3% | -7% | 0.0% | 0% | -8%
C/C(=N/NC(=O)CCc1ccccc1)c1ccc2c(c1)OCO2 | 17% | 13% | 0.7% | 0% | 1%
Cc1cccc(-n2c(=S)[nH]c3c(oc4ccccc43)c2=O)c1 | 1% | -11% | 1.4% | -9% | -10%
Cc1cc(NC(=O)c2ccc(Cl)cc2Cl)n(-c2ccccc2)n1 | 0% | -3% | i | 4% | . | inhibitors of VEEV 10K pilot screen=0.0
Cc1c(-c2ccccc2)[n+](=O)c2c(n1[O-])CCCCC2 | -1% | -1% | 0.6% | 2% | -12%
Cc1cc(C(=O)N/N=C/c2cccnc2)cs1 | -6% | -20% | 0.7% | 11% | 13%
CN(C)CCCN(C(=O)c1ccc(S(=O)(=O)N2CCc3ccccc3C2)cc1)c1nc2ccc(F)cc2s1 | 11% | 21% | ? | -11% | -17%
Cc1cccc(OC(=O)c2sc3ncn(C)c(=O)c3c2C)c1 | -5% | 4.6µM* | 4.9% | ? | 9%
Cc1nn(Cc2ccccc2Cl)c(C)c1C(=O)OCC(=O)N1CC(C)OC(C)C1 (stereo not drawn) | -2% | -12% | 1.0% | 1% | 5%
Cc1c(Cl)cccc1N1CC(C)(C)C1=O | -9% | -15% | 2.4% | -4% | -3%
Nc1nnn(CC(=O)N/N=C/c2cn[nH]c2-c2ccccc2)n1 | 2% | -10% | 3.9% | -10% | 8%
CC(C(=O)N(C)C)N1c2cccc3cccc(c23)S1(=O)=O (stereo not drawn) | -29% | -5% | 0.1% | 2% | -2%
O=C(N/N=C/c1cccc([N+](=O)[O-])c1)c1ccccc1-n1cccc1 | 0% | 24% | 2.2% | -6% | 8%
CCN1C(=O)[C@H]2[C@@H](c3ccc(-c4ccccc4)cc3)N[C@@](Cc3ccccc3)(C(=O)OC)[C@H]2C1=O | 8% | -26% | 0.3% | 0% | -4%
CCCCn1c(N)c(N(CCOC)C(=O)c2cccc(N3C(=O)c4ccccc4C3=O)c2)c(=O)[nH]c1=O | -7% | -10% | 1.0% | -1% | 2%
COc1ccccc1NC(=O)CSc1nc(=O)n(CCN(C)C)c2c1CCCC2 | -3% | -11% | 1.6% | -5% | 5%
COCCCNC(=O)c1cc(-c2cccnc2)nc2ccc(S(=O)(=O)N3CCCCCC3)cc12 | 11% | -4% | 0.7% | 3% | -22%
Cc1ccccc1C(=O)Nc1ccc(C(=O)NNC(=O)CCCOc2ccc(Cl)cc2Cl)cc1 | -6% | -17% | i | -1% | 9%
CC(C)C(O)(C#CCN1CCCCC1)C(C)C | -6% | -19% | 2.6% | 3% | -12%
CCC(=O)N1CCc2cc(S(=O)(=O)CCC(=O)Nc3ccc(CC)cc3)ccc21 | 4% | -7% | i | -8% | 3%
O=S1(=O)CCC(NS(=O)(=O)/C=C/c2ccccc2)C1 (stereo not drawn) | -4% | -9% | i | -16% | -1%
CCn1nnnc1SCC(=O)Nc1ccc(F)cc1 | -6% | 3% | 1.1% | 14% | 19%
Cc1ccc(-n2c(SCC(=O)Nc3cccc(C)c3)nc3c(oc4ccccc43)c2=O)cc1 | . | -14% | . | -4% | -6%
Carrying on.
SMILES | H1N1 NS1A inhibition | M. tuberculosis | inhibitors of VEEV | H37Rv inhibition | PhoP GFP inhibition | others
Cc1nc(/N=C\N(C)C)sc1C(=O)Nc1ccccc1 | 1% | 6% | 2.2% | 8% | 2%
O=C(NCc1ccccc1C(F)(F)F)c1cccc2c1C(=O)c1ccc(N3CCOCC3)cc1S2(=O)=O | 1% | -9% | 1.1% | -1% | .
NS(=O)(=O)c1ccc(NNC(=O)c2ccccc2C(=O)O)cc1 | . | . | 0.5% | 5% | 0%
O=[N+]([O-])c1cccc(NC(=S)N2CCc3ccccc3C2)c1 | 2% | 2% | 2.3% | 0% | 9%
Cc1ccccc1NC(=O)Cn1cc(C(=O)C2CC2)c2ccccc21 | 1% | -3% | 1.9% | -1% | -4%
COc1ccccc1N1CCN(C(=O)c2cc(-c3ccco3)on2)CC1 | -3% | . | 1.9% | -1% | 8%

Molecules above that have a thiophene ring, fused or not:
SMILES | H1N1 NS1A inhibition | M. tuberculosis | inhibitors of VEEV | H37Rv inhibition | PhoP GFP inhibition | others
O=C(N/N=C/c1ccc(Cl)s1)C(O)c1ccccc1 (stereo not drawn) | 3% | 72% | i | 0% | -7%
O=C(OCc1c(Cl)nc2sccn12)c1cc2c(s1)CCCC2 | 0% | 7% | i | 2% | 0%
Cc1cc(C(=O)N/N=C/c2cccnc2)cs1 | -6% | -20% | 0.7% | 11% | 13%
Cc1cccc(OC(=O)c2sc3ncn(C)c(=O)c3c2C)c1 | -5% | 4.6µM* | 4.9% | ? | 9%
